# EPAC1 antag: qHTS for Antagonist of cAMP-regulated guanine nucleotide exchange factor 3 (EPAC1): primary screen | 360,000 tested, 0.14% active | EPAC1 GEF assay, Rap1b-BODIPY-GDP exchange fluorescence | AID 720709, 2013 | Potency, µM (titrated, usually from 115 µM), without a hit: at the top dose activity change, negative = inhibition, most hits filed as inhibitors;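 also: potency is read from the fitted curve at half-maximal effect; plate controls were vehicle for no effect and positive control for full effect; nearly all actives have a fitted effect of over 50% in size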
# Target sequence (O95398 whole entry, looked up): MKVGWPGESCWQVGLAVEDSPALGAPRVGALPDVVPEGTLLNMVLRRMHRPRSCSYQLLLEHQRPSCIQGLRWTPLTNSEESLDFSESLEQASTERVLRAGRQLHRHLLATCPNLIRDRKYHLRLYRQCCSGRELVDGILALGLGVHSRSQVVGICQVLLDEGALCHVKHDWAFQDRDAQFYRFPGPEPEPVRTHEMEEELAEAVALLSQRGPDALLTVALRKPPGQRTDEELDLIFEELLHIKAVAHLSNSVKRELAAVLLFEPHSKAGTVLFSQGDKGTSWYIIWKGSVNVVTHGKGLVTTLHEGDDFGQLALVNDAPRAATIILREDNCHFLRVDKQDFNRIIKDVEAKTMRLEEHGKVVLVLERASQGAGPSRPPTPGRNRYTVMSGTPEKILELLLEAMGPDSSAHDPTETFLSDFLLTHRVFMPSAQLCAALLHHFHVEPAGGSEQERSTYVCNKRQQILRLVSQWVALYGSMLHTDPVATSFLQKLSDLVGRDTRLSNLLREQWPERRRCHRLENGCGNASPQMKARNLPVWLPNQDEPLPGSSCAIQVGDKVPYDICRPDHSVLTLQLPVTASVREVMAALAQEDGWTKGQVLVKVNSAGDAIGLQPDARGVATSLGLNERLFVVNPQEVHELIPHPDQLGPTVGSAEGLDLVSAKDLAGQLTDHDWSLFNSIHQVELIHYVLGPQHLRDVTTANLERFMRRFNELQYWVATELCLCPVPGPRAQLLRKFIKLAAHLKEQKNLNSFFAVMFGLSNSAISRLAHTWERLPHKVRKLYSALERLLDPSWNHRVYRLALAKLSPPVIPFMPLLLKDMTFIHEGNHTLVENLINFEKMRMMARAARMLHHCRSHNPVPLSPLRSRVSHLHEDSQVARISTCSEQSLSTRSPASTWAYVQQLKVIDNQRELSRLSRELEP
# IL2 activator: qHTS of IL-2 Activators; 360,000 tested, 0.065% active; activation, % (series mostly up to about 46 µM); AID 652025, 2013; IL-2 activation reporter assay, cell-based qHTS; stimulated with anti-CD3/CD4/CD28 beads; in transgenic mouse T cells; in the data active = activation above about 50%; inconclusive = mostly about 30% to 49%; also: 0% is about no effect
#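 Quantitative HTS in unstimulated transgenic mouse T cells, with memory T cells as non-tolerant control and PMA/ionomycin as tolerance-bypass control. Compound pretreatment lasted 60 minutes before 18 h bead stimulation; EGFP/DsRed fluorescence read.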
# PLK1 PBD inh: qHTS for Inhibitors of PLK1-PDB (polo-like kinase 1 - polo-box domain): Primary Screen | Serine/threonine-protein kinase PLK1 (Homo sapiens), P53350 | Plk1 PBD binding of FITC phosphopeptide, fluorescence polarization | Potency, µM, for the others: max response, negative = inhibition, usual class: inhibitors | 360,000 tested, 2.8% active; also: potency is read from the fitted curve at half-maximal effect; series mostly up to about 57 µM; % is scaled to controls: 0 for no effect and ±100 for the full control effect; nearly all actives have a fitted effect of over 65% in size
# aSyn yeast inh: qHTS of alpha-syn Inhibitors. Yeast expressing alpha-synuclein, growth rescue, BacTiter-Glo, 24 h. Potency, µM (top dose mostly 46.1 µM), without a hit: top-dose growth rescue (activation), most hits filed as activators. 370,000 tested, 0.14% active; also: potency is read from the fitted curve at half-maximal effect; % of control where 0% means no effect; nearly all actives have a fitted effect of over 65% in size
#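 Rescue of yeast growth: cells expressing toxic alpha-synuclein, induced in galactose at OD600 0.02, incubated with compound 24 h at 30 C. ATP luminescence quantified growth; inhibitors of toxicity appear as activators.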
# EPAC1 agonist: qHTS for Agonist of cAMP-regulated guanine nucleotide exchange factor 3 (EPAC1): primary screen | Rap guanine nucleotide exchange factor 3 (Homo sapiens), O95398 | AID 720707, 2013 | 360,000 tested, 0.073% active | EPAC1 agonist qHTS, biochemical assay; response scale: 100% = response to 6.5 mM cAMP | Potency, µM (series often up to 154 µM), inactives show top-dose activation, usual class: activators; also: potency is read from the fitted curve at half-maximal effect; nearly all actives have a fitted effect of over 60% in size
#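 Fluorescent GDP-exchange assay: 100 nM EPAC1 with 250 nM Rap1B preloaded with BODIPY-GDP and 50 uM GDP; compounds tested as concentration series, 5 min at room temperature, then read every 5 min for 30 min (ex 480/em 540 nm); normalized to 6.5 mM cAMP.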
# FUS suppressor: qHTS for Suppressors of FUS Proteinopathy: Primary screen using FUS-linked yeast assay; S. cerevisiae FUS-expressing, growth rescue, OD600, 24 h; Potency, µM (series often up to 76.6 µM), for the others: at the top dose growth rescue (activation), most hits filed as activators; 390,000 tested, 0.24% active; AID 1347120, 2019;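 also: potency is read from the fitted curve at half-maximal effect; plate controls were DMSO vehicle for no effect and reference control for full effect; nearly all actives have a fitted effect of over 55% in size; some results filed as inactive show a strong effect at the top dose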
#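 Yeast FUS proteinopathy model; galactose-induced FUS (2%), starting OD 0.005. Cpds in dilution series, 24hr, 30C, 99% humidity. Abs 600 nm growth. Pos ctrl CP55940 (top 92uM final); neg ctrl DMSO.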
# PI5P4Ka inh: qHTS for Inhibitors of phosphatidylinositol 5-phosphate 4-kinase (PI5P4K); AID 652105, 2013; 330,000 tested, 1.2% active; max response, %; Phosphatidylinositol 5-phosphate 4-kinase type-2 alpha (Homo sapiens), P48426; PI5P4Kalpha enzyme, ADP-Glo luminescence, 60 min; stronger effect = lower value; active = max response of -50% or lower; inconclusive = between -30% and -50%; inactive = -30% or higher; also: value at the top dose of about 77 µM; % is scaled to controls: 0 for no effect and ±100 for the full control effect
#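 qHTS, 1536-well: enzyme/substrate mix, compound by pin tool, 5 microM ATP final; RT 60 min; ADP-Glo reagents 1 (45 min) then 2 (30 min); luminescence.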
# WRN helicase inh: qHTS for Inhibitors of WRN Helicase. AID 651768, 2012. 360,000 tested, 0.46% active. Bifunctional 3'-5' exonuclease/ATP-dependent helicase WRN (Homo sapiens), Q14191. WRN helicase unwinding, fluorescent forked duplex, kinetic. Potency, µM (doses to about 114 µM), without a hit: at the highest dose activity change, negative = inhibition, most hits filed as inhibitors; also: potency is read from the fitted curve at half-maximal effect; % is scaled to controls: 0 for no effect and ±100 for the full control effect; nearly all actives have a fitted effect of over 55% in size
#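 Screening of the MLSMR collection measured strand separation of a quenched forked DNA duplex (100 nM) by 20 nM WRN with 2 mM ATP, all final. Compounds were preincubated with enzyme 15 min at room temperature.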
# Abeta rescue: qHTS for compounds that reverse cellular toxicity of Amyloid beta (A-beta) peptide in yeast: Primary Screen; yeast expressing A-beta42, growth rescue, OD600, 48 h; response scale: 0% DMSO, 100% iron-clioquinol control; Potency, µM (titrated, usually from 46.1 µM), without a hit: at the highest dose growth rescue, hits mostly activators; 410,000 tested, 0.063% active; AID 1347071, 2019; also: potency is read from the fitted curve at half-maximal effect; nearly all actives have a fitted effect of over 55% in size
#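 Yeast growth medium received pinned compounds, then yeast cells expressing toxic A-beta were added; plates incubated at 30 C for 48 hr. Growth read as absorbance at 600 nm, normalized to DMSO and equimolar FeCl3 plus clioquinol controls.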
# * = called active by the depositor; u = inconclusive; x = no result given; & = joins results of further samples; [ ] = remark or other dose. Unless noted, calls follow the shape of the dose curve; as a rule, active = well fitted curve in the direction sought with a large enough effect; inconclusive = small, poorly fitted or top-dose-only effect, or another doubt; inactive = no such curve, though single readings can be large; an effect the other way counts as inactive or inconclusive.
Compound	EPAC1 antag	IL2 activator	PLK1 PBD inh	aSyn yeast inh	EPAC1 agonist	FUS suppressor	PI5P4Ka inh	WRN helicase inh	Abeta rescue
O=C(O)CSc1c2c(nc3cc(C(=O)Nc4ccc(F)c(Cl)c4)ccc13)CCCC2	-3%	0.9	-20%	2%	1%	-12%	2	-6%[11.6 µM]	x
COc1ccc(Nc2nc(NCc3ccco3)nc(N/N=C/c3ccccc3)n2)cc1	9%	3.2	-2%	-31%[inhibitor]	6%	50%	-11	-16%	6%
COc1ccc(S(=O)(=O)N2CCCCCC2)cc1NC(=O)CN1C(=O)NC(C)(c2ccccc2)C1=O (configuration not stated)	-1%	-0.9	-1%	u	2%	u	6	-6%	-5%
O=C(Oc1ccccc1/C=C\C(=O)c1cc2ccccc2o1)c1ccccc1	-9%	0.3	-11%	28%	7%	x	-6	-15%	0%
CC12CN3CCN(CC(C3)/C1=N/N=C/c1cccc([N+](=O)[O-])c1)C2	11%	3.6	-17%	6%	7%	-18%	4	0%	-2%
Cc1c(Br)c(C(=O)NNC(=O)c2ccc(C(C)(C)C)cc2)nn1C	-14%	0.2	-1%	2%	-8%	-4%	0	5%	3%
CNC(=O)c1c(C)noc1C	2%	0.4	-6%	-1%	-6%	-20%	3	7%	0%
COc1ccc(CC(=O)OCC(=O)NC2CC2)cc1	17%	-0.1	-13%	2%[1.84 µM]	2%	-16%	-4	6%	6%
CN1CCN(c2ccc3sc(-n4ccc5ccccc54)nc3c2)CC1	-18%	-2.8	-13%	-11%	10%	-1%	-7	2%	-51%[inhibitor]
O=C(O)CSCC(=O)Nc1ccc(C2CCCCC2)cc1	1%	-0.1	-15%	9%	-7%	x	11	3%	8%
CC(C)(C(=O)N1CCC1(C)C(=O)NS(=O)(=O)c1cccc(C#N)c1)c1ccccc1 (configuration not stated)	3%	1.9	2%	u	-11%	-10%	-14	4%	-4%
O=C(COC(=O)c1ccccn1)c1ccc([N+](=O)[O-])cc1	4%	1.1	-16%	-1%	7%	9%	u	-6%	8%
COC(=O)c1ccccc1NC(=O)Nc1ccc2c(c1)OCO2	15%	-1.8	1%	0%	5%	-18%	0	8%	20%
CCOC(=O)C1CCN(C(=O)CN2C(=O)c3ccccc3Sc3ncccc32)CC1	-3%	-0.6	-17%	-8%	11%	-12%	6	2%	5%
COC(=O)C1=C(CN2CCCc3ccccc32)NC(=O)NC1c1ccc(F)cc1 (configuration not stated)	-4%	0.4	-19%	23%	9%	38%	x	-13%	23%
O=C1NC2(CCCCCC2)C(=O)N1Cc1ccc(F)cc1Cl	8%	-3.2	2%	5%	4%	-17%	-22	-8%	u
O=C(Nc1ccccc1C(=O)O)c1ccc(NC(=O)C2CCCO2)cc1 (configuration not stated)	17%	0.7	-10%	-14%	1%	24%	-4	u	0%
COc1ccc(-c2csc(N(CCc3ccc(OC)c(OC)c3)C(=O)COc3ccccc3)n2)cc1	16%	-2.1	-14%	4%	8%	33%	x	-3%	12%
Cn1c(CNC(=O)c2ccc(Cl)cc2)nnc1SCC(=O)Nc1sc2c(c1C#N)CCCC2	5%	-1.9	-4%&-8%	0%	9%	40%	x	1%	-13%
NS(=O)(=O)c1ccc(NS(=O)(=O)c2cccs2)cc1	14%	-0.6	-4%	-8%	-7%	-16%	x	1%[57.1 µM]	8%
COc1ccc2c(CSc3nnc(-c4cccnc4)n3-c3ccccc3F)cc(=O)oc2c1	1%	-0.7	-1%	8%	13%	14%	-15	-3%	10%
Clc1ccc(CSc2ncccn2)cc1	0%	-2.3	-8%	11%	-7%	29%	x	5%	-2%
Cc1cc(C(=O)CN2C(=O)C(=O)N(Cc3ccco3)C2=O)c(C)n1CCc1ccc(F)cc1	11%	-0.9	-20%	2%[1.84 µM]	2%	u	-19	4%	21%
COc1ccc(NC(=S)NC23CC4CC(CC(C4)C2)C3)cc1OC	-8%	0.4	2%	-1%	14%	18%	1	-7%	u
CCOc1ccc(N(CC(=O)Nc2cc(C)cc(C)c2)S(C)(=O)=O)cc1	-7%	1.8	0%	0%	-2%	12%	13	-12%	6%
Cc1ccc(S(=O)(=O)N(Cc2ccccc2)c2ccccc2C(=O)NCc2cccnc2)cc1	-1%	0.0	-5%	2%	2%	x	4	-6%	-1%
O=C(NNC(=O)c1cccc(S(=O)(=O)Nc2ccc(Cl)cc2)c1)c1ccc(=O)[nH]c1	-3%	0.9	2%	-5%	-8%	-3%	-10	0%	-16%
Cc1ccc(C)c(OCCC(=O)OCC(=O)NC2CCCC2)c1	-9%	-2.8	-6%	1%	6%	3%	14	2%	21%
O=C(Cc1csc(-c2ccccc2)n1)Nc1ccc(C(F)(F)F)cc1	u	0.3	-9%	-7%	12%	x	19	5%	-2%
COCCN1CCC(CNCc2c(C(=O)N3CCCCC3)nc3c(C)cccn23)C1 (configuration not stated)	-2%	0.1	2%	u	5%	28%	0	1%	x
COc1cc(CCC(=O)N2CCN(c3cccc(C)c3C)CC2)cc(OC)c1OC	15%	-0.3	3%	10%	-1%	-5%	-7	0%[57.1 µM]	6%
COc1ccc(NC(=O)CN2C(=O)NC(C)(c3ccc(C)cc3)C2=O)c([N+](=O)[O-])c1 (configuration not stated)	-26%	1.4	-3%	0%	-1%	-3%	3	-3%	-18%
O=C(c1ccc2c(=O)n3c(nc2c1)CCCCC3)N1CCN(c2ccccc2)CC1	0%	-1.8	-12%	12%	4%	25%	-4	-3%	-17%
Cc1onc(-c2ccccc2)c1C(=O)Nc1ccc(S(=O)(=O)N2CCCCC2)cc1	-22%	-2.5	1%	15%	-3%	32%	-6	-3%	6%
Cc1cc(C(=O)Nc2cccc3ccccc23)co1	11%	-0.5	u	1%	-10%	8%	-2	-8%	-16%
COc1ccc2[nH]c3c(=O)n(CCCC(=O)NC4CCC(C)CC4)c(=S)[nH]c3c2c1 (configuration not stated)	-11%	-0.5	-3%	0%	-9%	-13%	-1	3%	-8%
CCOc1ccccc1NC(=O)C(OC(=O)c1ccc(CC)cc1)c1ccccc1 (configuration not stated)	-12%	-0.7	-4%	2%	-2%	-12%	9	-14%	4%
Cc1ccn(CC(=O)N2CCCC(N3CCN(c4cccc(Cl)c4)CC3)C2)n1 (configuration not stated)	0%	1.7	-1%	2%	2%	0%	2	5%	0%
CC1(C)Cc2nc3sc4c(=O)n(CC(=O)NCc5ccco5)cnc4c3cc2CO1	-3%	-1.2	-8%	2%	-1%	23%	x	-7%	6%
CNc1ccc(Br)cc(C(=O)/C=C/c2ccc(OC)cc2OC)c1=O	-26%	-1.3	u	2%	-15%	x	u	u	-4%
CCOC(=O)C(NC(=O)CC)(Nc1ccccc1OC)C(F)(F)F (configuration not stated)	-4%	0.6	-7%	9%	9%	0%	3	-24%	-28%
O=C(N/N=C/c1ccc(F)cc1)c1ccc(-n2cnnn2)cc1	10%	-4.8	-3%	-1%	-2%	7%	-4	-6%	-9%
O=C(Cc1ccc(F)cc1)NCCc1cnc[nH]1	30%	-3.6	2%	4%	-5%	-17%	-6	2%[57.1 µM]	-2%
O=C(CSc1ccccc1)Nc1nnc(/C=C/c2ccccc2)s1	7%	-3.9	-18%	0%	6%	x	-17	-23%	2%
CNC(=O)CN(c1ccc2c(c1)OCCO2)S(C)(=O)=O	-3%	3.3	-1%	-10%	-7%	0%	x	1%	15%
OC[C@@H](O)[C@H](O)C(/C=N/Nc1ccccc1)=N\Nc1ccccc1	-8%	-0.2	-19%	11%	11%	10%	4	-20%	21%
Cc1cc(C)c(NC(=O)/C(=C/c2ccco2)c2ccccc2)c(C)c1	-2%	-1.2	-15%	16%	16%	24%	-10	-11%	-1%
CCOc1ccc(NC(=O)c2cc(Cl)nc3ccccc23)cc1	-7%	-2.4	3%	1%	6%	4%	6	-3%	-9%
O=C(NCCCn1ccnc1)c1cc(S(=O)(=O)N2CCOCC2)c(Cl)cc1Cl	6%	0.5	-3%	6%	2%	18%	-6	4%	6%
O=C(NN1CCOCC1)c1ccccc1Br	15%	-1.7	5%	-4%	-7%	33%	1	14%	5%

# (further entries)
Compound	EPAC1 antag	IL2 activator	PLK1 PBD inh	aSyn yeast inh	EPAC1 agonist	FUS suppressor	PI5P4Ka inh	WRN helicase inh	Abeta rescue
COc1ccc2cc3cc(C(=O)NCc4cccs4)oc3nc2c1	-3%	-2.8	-8%	-3%	8%	-7%	-13	40µM*	-1%
O=C(CN1C(=O)c2cccnc2C1=O)c1ccccc1	12%	-1.3	-1%	2%	-1%	11%	x	10%	5%
CCOc1cc(C(=O)Nc2ccon2)cc(OCC)c1OCC	17%	-1.2	-1%	-14%	-5%	21%	x	-13%	-25%
O=C(CCCn1c(SCC(=O)c2ccc(O)c(O)c2)nc2ccccc2c1=O)NCC1CCCO1 (configuration not stated)	u	-1.4	-7%	-5%	6%	18%	x	22µM*	9%
Cc1ccc(CSCCNS(=O)(=O)c2ccc(C)cc2)cc1	-15%	0.5	-3%	14%	10%	19%	16	-32%[57.1 µM]	-14%
COc1ccc(OC)c(-c2cc(C(=O)Nc3c(C)nn(Cc4ccccc4C)c3C)no2)c1	0%	-4.2	1%	-6%	6%	32%	x	-1%	0%

# Source: PubChem
